# Mito fusion act – mitochondrial division inhibition or fusion activation. S. cerevisiae fusion-defective mutant growth rescue, CellTiterGlo 48 h. Potency, µM (doses to about 46.1 µM), without a hit: at the highest dose growth rescue (activation), hits mostly activators. 0.23% of 320,000 active. AID 485298;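 note: potency is the fitted concentration of half-maximal effect; % of control where 0% means no effect; nearly all actives have a fitted effect of over 45% in size; temperature-sensitive fusion mutants such as fzo1-1 at 37 °C on non-fermentable ethanol glycerol medium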
#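 Yeast fusion mutant, YPEG (non-fermentable carbon), compound, 48 h at 37C non-permissive; CellTiterGlo added, 10 min RT, luminescence read. Rescued growth = division inhibition.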
# TCR act – T cell receptor activation. Potency, µM (top dose mostly 9.22 µM), without a hit: at the top dose activation of IL-2 secretion, most hits filed as activators. primary human leukocytes, anti-CD3, IL-2 HTRF, 48 h. 330,000 tested, under 10 active; note: % of control where 0% means no effect
#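 Compounds are tested in HTS on primary human leukocytes co-incubated with a-CD3 beads for 48 hr. IL-2 output is measured by time-resolved FRET.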
# USP2a inh – inhibitors of human ubiquitin-specific protease USP2a. O75604. USP2 core, Ub-CHOP2 coupled fluorogenic reporter, 485/531. Potency, µM (top dose mostly 38.3 µM), inactives show at the highest dose activity change, negative = inhibition, usual class: inhibitors. 0.01% of 330,000 active. AID 463254;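 note: potency is the fitted concentration of half-maximal effect; plate controls were DMSO wells for no effect and full inhibition by NEM control for full effect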
#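 Cell-free coupled assay: 10nM USP2 core preincubated 30min RT with compound in Tris-HCl pH 8.0/CaCl2/CHAPS buffer, then 25nM Ub-CHOP2 and 25nM reporter substrate; fluorescence (Ex 485/Em 531) read after 60min RT, normalized to NEM inhibition, concentration-response curves fitted.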
# PTAP TSG101 blk – blocks PTAP/TSG101 interaction to inhibit HIV-1 budding; Q99816; Fluorescence polarization, FITC-PTAP peptide / Tsg101 binding; Potency, µM (titrated, usually from 115 µM), for the others: top-dose activity change, negative = inhibition, actives largely listed as inhibitors; 340,000 tested, under 10 active; AID 493005; active = well fitted inhibition curve with a large enough effect in the main read-out, with a control signal flat, not every such curve was filed as active; inconclusive = small, poorly fitted or top-dose-only effect, or effect the other way, or a change in a side signal; inactive = no such curve, though single readings can be large or run the other way; note: potency is the fitted concentration of half-maximal effect; % of control where 0% means no effect
# Target sequence (Q99816 whole entry, looked up): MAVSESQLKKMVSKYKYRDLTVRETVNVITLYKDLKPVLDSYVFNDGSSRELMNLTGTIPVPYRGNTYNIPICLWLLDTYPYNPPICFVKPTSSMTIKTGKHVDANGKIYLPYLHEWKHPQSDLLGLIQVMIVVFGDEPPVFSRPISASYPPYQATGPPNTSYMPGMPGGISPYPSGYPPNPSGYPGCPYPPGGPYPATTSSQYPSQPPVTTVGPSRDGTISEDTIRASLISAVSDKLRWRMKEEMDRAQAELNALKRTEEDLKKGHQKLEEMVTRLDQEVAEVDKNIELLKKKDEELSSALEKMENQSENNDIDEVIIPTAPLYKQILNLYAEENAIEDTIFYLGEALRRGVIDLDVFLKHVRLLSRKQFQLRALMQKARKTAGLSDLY
#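 Compounds were pin-transferred onto Tsg101 binding domain (10 uM final) in HEPES pH 7.5 buffer, then FITC-PTAP peptide was added at 50 nM final. After 20 min at RT, polarization reported peptide displacement across a qHTS concentration series.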
# ELG1 repair inh – ELG1-dependent DNA repair inhibition; HEK293T ELG1-luciferase reporter, luminescence, 16 h; DNA damage induced by 5-fluorouridine; Potency, µM (titrated, usually from 46.1 µM), inactives show top-dose activity change, negative = inhibition, actives largely listed as inhibitors; 2.3% of 330,000 active; note: potency is the fitted concentration of half-maximal effect; % is set by controls: 0 for no effect and ±100 for the full control effect; nearly all actives have a fitted effect of over 55% in size
#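 DMSO vehicle served as the neutral condition. Each well held 2,000 cells given 5-fluorouridine plus compound; after 16 hr at 37 °C/5% CO2, ONE-Glo was added and luciferase measured 30 min later.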
# TSHR antagonist – blocks TSH signaling through the human TSH receptor. activity change, negative = inhibition, % at 11.5 µM. 0.2% of 330,000 active. TSHR-expressing cells, TSH-stimulated cAMP HTRF, 2 h; active compounds read low. P16473;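 active = activity change below a set negative limit, meaning inhibition stronger than a set level, cut at about -70% in these data; inconclusive = activity change between two set negative limits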; note: % is set by controls: 0 for no effect and ±100 for the full control effect
#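 TSHR-expressing cells were treated with compounds, then stimulated with TSH at EC80 (4nM final) for 2 hours at 37 deg C. Cellular cAMP was measured by HTRF competition between lysate cAMP and cAMP-d2 for a cryptate-labelled anti-cAMP antibody.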
# Tb PFK block – inhibitors of T. brucei phosphofructokinase | O15648 | T. brucei PFK, ADP-Glo luminescence | Potency, µM (highest dose often 57.5 µM), for inactives: at the top dose activity, negative = inhibition, hits mostly inhibitors | 0.17% of 330,000 active | AID 485367;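 note: potency is the fitted concentration of half-maximal effect; 0% = uninhibited 1x PFK enzyme wells and -100% = no-enzyme wells; nearly all actives have a fitted effect of over 60% in size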
#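 Compounds were pin-transferred as a titration series up to 57 uM into substrate buffer (0.5 mM F6P, 0.1 mM ATP, pH 8.0), then 1.25 nM PFK was added and reactions ran 45 min before ADP-Glo detection.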
# B2AR arrestin – recruits beta-arrestin to the human beta2-adrenergic receptor. P07550. beta-arrestin recruitment to beta2AR, cell-based reporter. Potency, µM (top dose mostly 46.1 µM), inactives show top-dose activation, usual class: activators. 0.02% of 330,000 active. AID 492947;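 note: potency is the fitted concentration of half-maximal effect; 0% = DMSO controls and full agonism = EC100 isoproterenol or metaproterenol; nearly all actives have a fitted effect of over 65% in size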
# Target sequence (P07550 whole entry, looked up): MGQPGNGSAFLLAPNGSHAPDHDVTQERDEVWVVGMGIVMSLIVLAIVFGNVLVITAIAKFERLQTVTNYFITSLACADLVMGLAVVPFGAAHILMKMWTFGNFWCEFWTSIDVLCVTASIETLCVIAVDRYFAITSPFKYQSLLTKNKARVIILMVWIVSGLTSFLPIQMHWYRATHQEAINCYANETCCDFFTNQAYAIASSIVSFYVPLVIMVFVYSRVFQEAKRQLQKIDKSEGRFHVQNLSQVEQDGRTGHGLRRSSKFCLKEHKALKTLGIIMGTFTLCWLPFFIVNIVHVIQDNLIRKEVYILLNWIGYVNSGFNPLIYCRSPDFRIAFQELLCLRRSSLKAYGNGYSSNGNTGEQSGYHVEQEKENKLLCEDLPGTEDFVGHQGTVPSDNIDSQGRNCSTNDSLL
# uPA generation – inhibitors of cell surface uPA generation; 0.31% of 330,000 active; AID 540303; Potency, µM (highest dose often 38.3 µM), inactives show top-dose activity change, negative = inhibition, usual class: inhibitors; cell surface uPA generation assay, qHTS; active = well fitted inhibition curve with a large enough effect; inconclusive = small, poorly fitted or top-dose-only effect; inactive = no such curve, though single readings can be large or run the other way; tested in mouse RAW 264.7 cells; note: potency is the fitted concentration of half-maximal effect; % is set by controls: 0 for no effect and ±100 for the full control effect; nearly all actives have a fitted effect of over 55% in size
# Chronic BCR inh – chronic active BCR signaling inhibition. ABC-DLBCL IkBa-CBG/CBR reporter, luminescence ratio, 4 h. Potency, µM (doses to about 46.1 µM), for inactives: at the top dose ratio change, negative = lower green/red ratio, actives largely listed as inhibitors. 0.05% of 340,000 active. AID 493014; active = well fitted inhibition curve with a large enough effect in the signal ratio, with a control signal flat, not every such curve was filed as active; inconclusive = small, poorly fitted or top-dose-only effect, or effect the other way, or a change in a side signal; the % refers to the signal ratio;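 note: potency is the fitted concentration of half-maximal effect; plate controls were basal doxycycline-induced cells for no effect and cells given 10 µM MG132 for full effect; MG132 reads +100%, hits lower the ratio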
#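 TMD8 ABC-DLBCL cells carrying doxycycline-inducible green luciferase fused to IkappaBalpha plus unfused red luciferase were exposed to compounds (up to 46 uM) for 4 hrs at 37C. Activity came from the overlap-corrected green/red luminescence ratio.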
# Eya2 inh – Eya2 (human) phosphatase inhibition. 0.006% of 330,000 active. recombinant Eya2, OMFP fluorescence dephosphorylation (OMFP is methylfluorescein phosphate). Potency, µM (highest dose often 76.9 µM), without a hit: top-dose activity, negative = inhibition, actives largely listed as inhibitors; note: potency is the fitted concentration of half-maximal effect; % is set by controls: 0 for no effect and ±100 for the full control effect
#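 Eya2 protein (added as 0.2 uM solution) was preincubated with compound for 10 min at ambient temperature in 50 mM HEPES pH 7.5, 50 mM NaCl, 5 uM MgCl2, 0.05% BSA, 1 mM DTT. OMFP (added at 50 uM) then reacted 10 min; fluorescence read at 485/525 nm.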
# Numbers without * were called inactive; ? = inconclusive; . = not tested or not shown; [ ] = remark or other dose. Unless noted, calls come from the whole dose curve; as a rule, active = well fitted curve in the direction sought with a large enough effect; inconclusive = small, poorly fitted or top-dose-only effect, or another doubt; inactive = no such curve, though single readings can be large; an effect the other way counts as inactive or inconclusive. Outcome played no part in choosing rows; overall some 3% were active at least once.
structure,Mito fusion act,TCR act,USP2a inh,PTAP TSG101 blk,ELG1 repair inh,TSHR antagonist,Tb PFK block,B2AR arrestin,uPA generation,Chronic BCR inh,Eya2 inh
COCCN1C(=O)C(O)=C(C(C)=O)C1c1ccc(OC)c(OC)c1 (stereo unspecified),1%,-1%,1%,-3%,-2%,2,1%,-0.7%,-2%,-10%,-3%
O=C(O)c1[nH]c2ccc([N+](=O)[O-])cc2c1-c1ccccc1,6%,-1%,0%,-4%,?,-12,0%,-0.9%,-1%,0%,-11%
N/C(=N\OC(=O)COc1ccc2ccccc2c1)c1ccccn1,-2%,-1%,-7%,-7%,?,12,0%,-1.2%,5%,?,9%
CCOC(=O)N1CCN(C(=O)Cc2ccc(C)cc2)CC1,-3%,4%,2%,-5%,?,6,-3%,-0.3%,6%,-2%,0%
COc1ccc(-c2nnc(NC(=O)c3cc(Cl)ccc3Cl)o2)cc1,20%,0%,4%,-11%,-13%,-5,1%,0.5%,?,?,22%
COc1ccccc1NC(=O)CSc1nnnn1Cc1ccccc1,4%,1%,2%,0%,?,-5,0%,-0.1%,10%,-9%,17%
O=C(c1ccc(-n2cccc2)cc1)N1CCOCC1,-1%,0%,2%,-5%,0%,-7,1%,-0.4%,10%,3%,3%
O=Cc1ccc(OCc2ccc3c(c2)OCO3)cc1,0%,-1%,1%,-3%,?,9,-1%,0.4%,?,0%,6%
CC1CCCCN1C(=O)c1cc(S(=O)(=O)N2CCCCC2)c[nH]1 (stereo unspecified),0%,-4%,0%,1%,2%,-5,1%,0.4%,1%,2%,3%
O=C(O)CN1C(=O)SC(Nc2ccccc2C(=O)O)C1=O (stereo unspecified),0%,9%,5%,-6%,1%,14,11%,0.4%,-4%,2%,-5%
CCN(CC)c1ccc(C2C(C(=O)OCCOC)=C(C)NC3=C2C(=O)CCC3)cc1 (stereo unspecified),-10%,1%,1%,2%,4%,5,0%,0.0%,-8%,11%,14%
N#Cc1nc(-c2ccccc2F)oc1NC1CCCCC1,21%,-5%,-4%,-1%,-2%,-25,3%,3.2%,-3%,-15%,-1%
Cc1csc(=O)n1CC(=O)OCC(=O)Nc1ccccc1C(C)C,0%,-6%,2%,0%,18%,7,-9%,-2.4%,-3%,?,2%
COc1cc(C(=O)OCC(=O)N2CCNC2=O)cc(Cl)c1OC,-5%,2%,-1%,0%,12%,-9,-3%,-0.7%,19%,-9%,-14%
Cc1ccccc1OCCn1cc(/C(N)=N/O)c2ccccc21,6%,2%,1%,-5%,?,8,-19%,0.7%,-6%,-24%,-4%
O=[N+]([O-])c1ccc2nn(Cc3ccccc3)cc2c1,3%,-2%,-5%,-3%,3%,9,-17%,0.3%,-1%,?,18%
O=C(Nc1ccc2c(c1)OCCO2)NC1CCCCC1,2%,-13%,0%,-3%,?,-9,-1%,-0.4%,-10%,?,2%
CCCc1ccc(OCCNC(=O)c2ccco2)cc1,-1%,12%,0%,-2%,?,0,10%,-1.0%,-3%,?,?
CN(Cc1ccco1)S(=O)(=O)c1nnc(NC(=O)c2cccc(Cl)c2)s1,?,-5%,0%,0%,-18%,?,-1%,0.1%,2%,?,3%
CC(=O)N1CCN(c2ccc(NCc3ccc(C)s3)cc2)CC1,-4%,-5%,-1%,-4%,-12%,3,-5%,0.4%,?,-1%,5%
Cc1ccc2[nH]c(=O)c(CN(Cc3ccco3)C(=O)c3cccs3)cc2c1,-4%,5%[46.1 µM],-1%,.,6%,3,-5%,-0.5%,.,4%,-6%
O=C(CN1CCCC1)N1c2ccccc2C=Cc2ccccc21,-1%,0%,0%,-7%,6%,1,-29%,-0.3%,-11%,-4%,0%
Clc1cccc(CN2CCN(Cc3nc(CCc4ccccc4)no3)CC2)c1,1%,5%,-5%,-6%,-9%,-10,-1%,-0.8%,0%,-11%,-6%
CCN(CC)S(=O)(=O)c1ccc(Cl)c(C(=O)NC(C)C(c2cccs2)N2CCCC2)c1 (stereo unspecified),-1%,-12%,-9%,-3%,-1%,6,-5%,0.3%,5%,3%,21%
CSc1nc2n(n1)C(c1cccc(F)c1)C(C(=O)Nc1ccc(C)cc1C)=C(C)N2 (stereo unspecified),2%,.,4%,-5%,3%,33,4%,-0.2%,-2%,2%,3%
COC(=O)c1cc(NC(=O)c2nn(C)c(=O)c3ccccc23)cc(C(=O)OC)c1,1%,4%,1%,1%,?,-9,5%,0.0%,10%,13%,5%
O=C(COc1ccc(Br)cc1F)Nc1nnc(C2CC2)s1,.,-10%,5%,2%,?,.,5%,3.8%,6%,3%,4%
CCc1cc2cc(C(=O)Nc3ccc(C)cc3)sc2s1,0%,0%[46.1 µM],-1%,1%,?,-11,-3%,-0.7%,5%,-15%,-2%
COc1ccc(C(=O)NC(=S)NNC(=O)c2c(-c3ccccc3)noc2C)cc1,-9%,-1%[46.1 µM],3%,1%,0%,-7,7%,-0.2%,-1%,-1%,5%
O=C(NC1CCCC1)C1CCN(C(=O)c2ccc(-c3ccccc3)cc2)CC1,14%,-13%,7%,-11%,-3%,11,1%,0.2%,2%,0%,-10%
O=c1c2cnn(-c3ccccc3)c2nc(-c2ccco2)n1-c1ccccc1,19%,-3%,-8%,3%,6.3µM*,-29,-30%,0.1%,-8%,10%,11%
COc1ccc(C(=O)c2sc(NC(C)C)nc2N)cc1OC,5%,12%,-7%,-2%,?,-3,3%,-0.6%,-8%,?,16%
Cc1cc(OCC(=O)N2CCc3ccccc3C2)c(C)cc1Br,4%,2%,-13%,1%,?,18,0%,0.1%,-2%,?,-12%
CC1CCCN(C(=O)C2COc3ccccc3O2)C1 (stereo unspecified),1%,-5%,0%,-7%,?,10,-2%,-0.4%,-8%,8%,-13%
CCC(C)Sc1ccc([C@H]2N[C@@](C)(C(=O)OC)[C@H]3C(=O)N(CC)C(=O)[C@@H]23)cc1 (stereo partly specified),8%,-8%,-1%,1%,20%,-2,0%,0.1%,13%,-4%,-15%
Brc1ccc2nc(-c3ccncc3)c(NC3CCCC3)n2c1,16%,-2%,2%,-3%,?,-7,-3%,-1.2%,2%,?,10%
COC(=O)c1[nH]c2ccc(C)cc2c1NC(=O)NC1CCCCC1,0%,5%,0%,1%,-15%,-7,2%,3.3%,5%,?,25%
Cc1ccc(SCC(=O)OCC(=O)N(C)CC(=O)Nc2ccccc2Cl)cc1,4%,1%,0%,-2%,-5%,11,6%,-0.3%,5%,?,-3%
O=C(NCCCn1ccnc1)/C(=C\c1cccs1)NC(=O)c1cccs1,0%,-123%,-6%,-4%,7%,9,4%,-0.3%,-7%,7%,-1%
Cc1nc2c(C(=O)NCc3cccs3)cnn2c(C)c1Cc1ccc(F)cc1,5%,1%,5%,.,?,-6,0%,-0.8%,.,2%,6%
Cc1onc(-c2c(Cl)cccc2Cl)c1C(=O)N1CCc2ccccc2C1,-8%,-5%,0%,-1%,-10%,-42,-2%,-1.0%,3%,15%,13%
Cc1ccc(N2C(=O)c3ccc(N)cc3C2=O)cc1,0%,8%,1%,-7%,?,-4,3%,0.2%,5%,0%,-5%
O=C(NC(NC1CCS(=O)(=O)C1)C(=O)c1cccs1)c1ccccc1 (stereo unspecified),1%,-5%,5%,-2%,0%,8,0%,-0.3%,18%,?,0%
C/C(=C\c1ccco1)CN1CCC(N2CCC(C(=O)N3CCOCC3)CC2)CC1,7%,-3%,0%,-3%,0%,2,-5%,-0.7%,-10%,-19%,-4%

# Whole records from above. Screens in order: Mito fusion act | TCR act | USP2a inh | PTAP TSG101 blk | ELG1 repair inh | TSHR antagonist | Tb PFK block | B2AR arrestin | uPA generation | Chronic BCR inh | Eya2 inh
# O=C(NC(NC1CCS(=O)(=O)C1)C(=O)c1cccs1)c1ccccc1 (stereo unspecified) as listed: 1% | -5% | 5% | -2% | 0% | 8 | 0% | -0.3% | 18% | ? | 0%
# C/C(=C\c1ccco1)CN1CCC(N2CCC(C(=O)N3CCOCC3)CC2)CC1 as listed: 7% | -3% | 0% | -3% | 0% | 2 | -5% | -0.7% | -10% | -19% | -4%

# High-throughput results as filed in PubChem.
